aDG glyco up: alpha-DG glycosylation activation. Pro5-aDG cells, alpha-DG glycosylation AlphaScreen (IIH6); 0% Pro5, 100% B10-LARGE cell signal. activation, % at 10 µM. 0.22% of 360,000 active. AID 624168;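 active means activation of at least 8% versus controls, or a plate z-score of at least 8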;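 further: Pro5 are CHO cells carrying HIG-tagged alpha-DG that lacks glycosylation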
KKLEB cytotox: reduces viability of KKLEB cystic fibrosis airway cells | KKLEB CF airway cells viability, ATPlite luminescence, overnight; stronger effect = lower value; cells stimulated with P. aeruginosa culture filtrate | activity change (cytotoxicity), % at 5 µM | 0.36% of 360,000 active | AID 602141;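 active means corrected activity change at or below -50% at 5 µM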
CF NFkB inh: blocks PAF-induced NF-kB reporter in cystic fibrosis cells | KKLEB NF-kB-GFP reporter, GFP fluorescence overnight | inhibition, % at 5 µM | 0.86% of 360,000 active | AID 588850;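 active means at least 50% inhibition at 5 µM, scaled per plate between neutral and stimulator controls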;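 further: PAF is a Pseudomonas aeruginosa culture filtrate used as stimulus; plate controls were PAF-stimulated DMSO wells for no effect and unstimulated DMSO wells for full effect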
Peg3 promoter: inhibitors of Peg3 promoter; HeLa PEG-Prom luciferase reporter, luminescence, overnight; inhibition, % at 20 µM; 1.7% of 360,000 active; AID 588405;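 active means inhibition of at least 50% at 20 µM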
HIF-2a block: HIF-2a inhibition. inhibition, % at 18.8 µM. 786-0 RCC cells HIF-2a reporter, luciferase luminescence, overnight. 0.72% of 360,000 active;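 active means inhibition of the luminescence signal of 40% or more relative to plate controls, in a single-dose primary screen at 18.75 µM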
NR2E3 ag-1: activates human photoreceptor nuclear receptor NR2E3; Q9Y5X4; GST-NR2E3/biotin-RetCOR TR-FRET, 1536-well; inhibition of corepressor binding, % at 4.78 µM; AID 2300; 0.12% of 320,000 active;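 active means percent inhibition above the cutoff of mean plus 3 SD of all tested compounds, set per screening campaign, cut at about 20% in these data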;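 further: 0% = DMSO wells and 100% = biotin wells as full block of FRET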
Target sequence (Q9Y5X4 whole entry, looked up): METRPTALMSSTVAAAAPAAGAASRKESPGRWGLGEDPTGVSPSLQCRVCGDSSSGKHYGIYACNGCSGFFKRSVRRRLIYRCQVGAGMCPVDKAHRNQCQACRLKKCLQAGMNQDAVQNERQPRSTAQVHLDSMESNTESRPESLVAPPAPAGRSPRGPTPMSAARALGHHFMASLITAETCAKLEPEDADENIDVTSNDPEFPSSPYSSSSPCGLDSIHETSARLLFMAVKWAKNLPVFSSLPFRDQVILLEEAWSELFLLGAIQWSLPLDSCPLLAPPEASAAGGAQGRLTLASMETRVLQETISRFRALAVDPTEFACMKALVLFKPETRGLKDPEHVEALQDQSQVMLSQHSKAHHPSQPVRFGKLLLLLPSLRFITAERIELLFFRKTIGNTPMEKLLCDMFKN
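Test system: GST-NR2E3 and biotin-RetCOR proteins | Quantity: 1.35 nM GST-tagged NR2E3 final | Medium: Tris pH 7.5 | Also added: 7 nM biotin-RetCOR | Dosing: Compound at 4.8 µM, single dose | Timing: 5 h at 4 °C | Detection: Time-resolved FRET | Read-out basis: Percent inhibition | Benchmarks: Biotin wells as high control, 0.6% DMSO wells as low control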
NR2E3 ag-2: activates human NR2E3 receptor; AID 602229; CHO-S Gal4-NCOR/VP16-NR2E3 two-hybrid, luciferase; inhibition of corepressor binding, % at 3.98 µM; 0.35% of 360,000 active; Q9Y5X4;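 active means inhibition above the mean of all tested compounds plus 3 SD, cut at about 70% in these data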;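 further: 0% = DMSO with NR2E3 transfected cells and 100% = cells lacking NR2E3 construct; higher means lower luciferase signal from less NR2E3 corepressor binding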
MITF TRPM1 inh: reduces MITF-dependent TRPM1 promoter luciferase signal | SK-MEL-5 TRPM1 promoter luciferase, 24 h | AID 488899 | 0.83% of 330,000 active | inhibition, % at 12.5 µM;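 active means mean inhibition across replicates of 60% or more, whatever share of single replicates reaches that level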; further: values of inactives mirror those of a sister screen read the other way
Shn3 inh set2: reduces Shn3 3'UTR luciferase signal in osteoblasts; Clone20 osteoblast Shn3 3'UTR firefly luciferase, 24 h; inhibition, % at 12.5 µM; 0.52% of 360,000 active;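 active means mean inhibition of at least 75% with every replicate also reaching 75%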;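 further: 0% = median of neutral control wells and 100% = pilot-screen positive control compound; some compounds past the cut are filed as inactive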
iPSC survival up: enhancers of human iPSC single-cell survival; hiPSC single-cell survival, ATPlite luminescence; 100% = ROCK inhibitor wells, 0% = DMSO; survival enhancement, % at 20 µM; 0.044% of 360,000 active; in the data active means survival enhancement above about 18%;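 further: cells exposed to compounds for 16 hours before the ATP read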
TWEAK Fn14 block: blocks TWEAK-Fn14 interaction in a reporter cell assay. TWEAK-stimulated Fn14 reporter cells, luciferase luminescence, 8 h. inhibition, % at 10 µM. AID 1159606. 2% of 360,000 active; in the data active means inhibition above about 50%
* = called active by the depositor; . = no result given. No enrichment for hits; any-hit rate near 4.4%.

SMILES | aDG glyco up | KKLEB cytotox | CF NFkB inh | Peg3 promoter | HIF-2a block | NR2E3 ag-1 | NR2E3 ag-2 | MITF TRPM1 inh | Shn3 inh set2 | iPSC survival up | TWEAK Fn14 block
O=C(O)/C=C/C(=O)Nc1ccccc1SC(F)(F)F | -0.2 | 2 | 3 | 5 | 8 | -1 | -25 | 1 | -28 | 2.8 | -2
CCCC(=O)Nc1ccc(-c2cn3cccnc3n2)cc1 | 0.2 | 3 | 1 | -61 | -61 | 0 | -18 | -12 | -27 | -0.3 | 19
C=CCNC(=O)c1ccccc1NC(=O)c1ccc(Cl)c(S(=O)(=O)Nc2cc(C)ccc2C)c1 | -0.1 | -2 | 29 | 33 | 24 | -1 | -7 | 12 | 16 | 1.4 | 34
Cc1cc(=O)oc(C)c1C(=O)NCCCN1C(C)CCCC1C (centres undefined) | 0.3 | 3 | -15 | -7 | 12 | 3 | -32 | -5 | -10 | -1.4 | -5
Cc1nnc(SCC(=O)NC(=O)NC(C)(C)C)n1N | 0.1 | 8 | -1 | -8 | 18 | 4 | -6 | 3 | 7 | 0.9 | -4
C[C@H](NC(=O)c1ccccc1F)C(=O)N1CCC2(CC1)NCCc1[nH]cnc12 | 0.0 | 11 | -10 | 8 | 7 | -1 | -17 | 5 | 17 | 0.6 | -3
Cc1cccc(NC(=O)/C(C#N)=C/c2ccccc2O)n1 | 0.2 | 7 | -12 | -127 | -175 | . | -31 | -85 | -111 | 0.8 | 5
COc1ccccc1NS(=O)(=O)c1ccc2c(c1)n(C)c(=O)n2C | 0.0 | 1 | -3 | 17 | 5 | 0 | 0 | 17 | 18 | -3.0 | 5
N#CC1(C#N)C(C(=O)C23CC4CC(CC(C4)C2)C3)C12CCOCC2 (centres undefined) | 1.1 | -2 | 12 | 15 | 18 | 1 | -17 | 8 | -2 | -0.6 | -1
CC(=O)c1c(C)[nH]c(C(=O)COC(=O)c2c(-c3ccccc3)noc2C)c1C | 0.8 | -10 | -34 | 31 | 20 | . | 7 | 1 | 28 | 0.3 | 16
CS(=O)(=O)N(CC(=O)NC1CCCCCC1)Cc1ccccc1 | -0.3 | -10 | 2 | 21 | 2 | 4 | -17 | -1 | -5 | 4.4 | 18
COC(=O)[C@@H]1C[C@@]2(O)[C@@H](O)[C@@H](O)[C@@H](O)C[C@H]2N1Cc1cc(OC)cc(OC)c1 | -0.4 | -2 | 14 | -306 | 13 | -3 | 6 | 5 | 1 | -1.7 | 11
O=C(C[n+]1ccccc1)N/N=C/c1cccc(Cl)c1Cl | 0.4 | 6 | 5 | 1 | 16 | -1 | 3 | 12 | -11 | -0.7 | 25
O=C(CNCc1ccc(F)cc1)Nc1ccccc1-c1ccccc1 | 0.6 | -4 | 7 | 15 | 5 | 0 | -7 | -4 | 7 | -1.4 | -6
Nc1ccc2c(c1)C(=O)C(=O)c1ccccc1-2 | -0.7 | -96* | 80* | 100* | 93* | 20* | 70 | 107* | 97* | -6.2 | 105*
Cc1sc2ncn(CCC(=O)O)c(=O)c2c1C | 0.0 | 5 | 10 | -2 | 1 | 2 | 0 | 2 | -11 | 0.4 | -17
Cc1ccc(OCc2nnc(SCCN3CCOCC3)n2C)cc1 | -0.1 | 4 | -4 | -9 | 5 | 2 | 28 | 1 | 5 | 0.0 | -1
CC1CN(C(=O)CCNC(=O)c2ccc(Cl)cc2)CC(C)O1 (centres undefined) | 0.0 | 11 | -21 | 13 | 3 | -5 | 5 | -15 | -89 | -0.3 | 5
COc1ccc2ccc(O)c(CN3CCN(S(=O)(=O)c4cccc(C(F)(F)F)c4)CC3)c2c1 | 0.0 | -30 | 70* | -1 | 17 | 2 | 11 | 29 | 21 | 0.4 | 28
O=C(NC1CCCC1)c1ccc(CS(=O)Cc2ccccc2Cl)o1 (centres undefined) | 0.0 | 6 | -16 | 17 | 2 | 3 | -6 | 8 | 13 | -0.2 | -1

4 compounds from above, reduced to TWEAK Fn14 block and NR2E3 ag-1:
mol	TWEAK Fn14 block	NR2E3 ag-1
CCCC(=O)Nc1ccc(-c2cn3cccnc3n2)cc1	19	0
C=CCNC(=O)c1ccccc1NC(=O)c1ccc(Cl)c(S(=O)(=O)Nc2cc(C)ccc2C)c1	34	-1
Cc1cc(=O)oc(C)c1C(=O)NCCCN1C(C)CCCC1C (centres undefined)	-5	3
Cc1nnc(SCC(=O)NC(=O)NC(C)(C)C)n1N	-4	4

Further results follow:
SMILES | aDG glyco up | KKLEB cytotox | CF NFkB inh | Peg3 promoter | HIF-2a block | NR2E3 ag-1 | NR2E3 ag-2 | MITF TRPM1 inh | Shn3 inh set2 | iPSC survival up | TWEAK Fn14 block
COc1ccc(OC)c(NC(=O)CSc2nnc(Cn3c(=O)sc4ccccc43)n2C)c1 | 0.1 | -2 | 15 | 9 | 1 | 0 | -24 | 8 | 2 | -3.6 | 2
CCOC(=O)C1CCN(C(=O)COC(=O)CNS(=O)(=O)c2ccc(SC)c([N+](=O)[O-])c2)CC1 | -0.3 | 14 | 17 | 1 | 9 | . | 13 | -2 | 3 | -0.2 | -11
O=C(Nc1nccs1)C1Cc2ccccc2CN1S(=O)(=O)c1ccc(F)cc1 (centres undefined) | 0.3 | 11 | 0 | -195 | -60 | 0 | -151 | -4 | -14 | -1.5 | 13
CCOC(=O)/C(C(N)=NCCO)=C(/O)c1ccccc1 | -0.1 | -14 | -2 | 5 | 18 | -4 | 10 | 4 | -3 | -1.3 | -1
CCCOc1ccc(/C=C/C(=O)Nc2ccc([N+](=O)[O-])cc2C)cc1OC | -0.2 | 12 | -11 | 18 | 12 | -2 | -15 | 10 | 4 | -1.7 | -22
Cc1cccc(N/N=C2/COC(C)(C)CC2=O)c1 | -0.1 | -3 | -5 | -271 | -244 | -1 | -118 | -85 | -39 | -3.6 | -24
COc1ccc(N(C(=O)c2snc(C(N)=O)c2N)C(C(=O)NC2CCCC2)c2ccco2)cc1 (centres undefined) | 0.0 | 7 | 3 | 6 | 11 | 0 | -28 | -18 | -5 | -0.3 | -11
Cc1ccc(NC(=O)Nc2ccc(F)cc2)cc1Cl | 0.3 | -10 | -3 | -252 | -264 | 4 | -40 | -40 | 15 | -1.6 | -25
COc1ccc(-c2ccc(-c3noc(-c4ccccc4OC)n3)c(OC)n2)cc1 | 0.5 | 0 | -12 | -15 | -39 | 8 | -22 | -4 | -1 | 3.5 | 4
Cc1nc(-c2ccc(S(=O)(=O)Nc3cc(S(=O)(=O)N(C)C)ccc3C)s2)cs1 | -0.1 | -2 | 11 | 13 | 22 | -1 | 5 | -29 | -15 | -0.2 | 0
COc1cc(C2SCC(=O)N2CCN2CCCCC2)ccc1O (centres undefined) | 0.2 | -9 | 16 | 4 | 6 | 1 | 8 | -9 | -1 | -0.2 | 0
CCCn1nc(C(=O)NNC(=O)CSCC(=O)Nc2cc(C)on2)c2ccccc2c1=O | -0.3 | -17 | 16 | -6 | 0 | -3 | -13 | 8 | -16 | -0.3 | -20
O=C(N1CCN(c2cccc(Cl)c2)CC1)C1(S(=O)(=O)c2ccc(Cl)cc2)CC1 | 0.4 | 4 | -5 | 9 | 6 | 4 | 0 | -10 | 11 | -3.0 | 14
CCCCc1nc2cc(C(=O)NC3CCOC(C)(C)C3)ccc2o1 (centres undefined) | 0.1 | 11 | -10 | -15 | -34 | -6 | -52 | 0 | -18 | -0.5 | -10
O=C(NCCC1=CCCCC1)c1ccc([N+](=O)[O-])cc1 | 0.0 | 5 | -2 | -136 | -134 | -4 | -130 | -44 | -98 | -0.2 | 18
CCNC(=S)N/N=C/c1ccc(-c2ccccc2)o1 | 0.0 | 2 | -14 | -154 | -158 | -5 | -47 | -31 | -27 | 3.1 | -4
CC(C)CC(=O)N1CCN(Cc2ccccc2Br)CC1 | 0.0 | -1 | 5 | 6 | 4 | -3 | -14 | 1 | 16 | 1.2 | -11
O=C(Nc1ccccc1C(=O)O)c1ccc(Br)o1 | 0.2 | -8 | 9 | -58 | -125 | 2 | -80 | -35 | -34 | -0.7 | -5
COCOc1ccc(-c2oc3c(C/C=C(\C)CCC=C(C)C)ccc(O)c3c(=O)c2OCOC)c(OCOC)c1 | 0.2 | 10 | -17 | 6 | 9 | 2 | 2 | . | 21 | -2.5 | -13
CCc1nnc(NC(=O)c2ccc(COc3ccccc3C)o2)s1 | 0.0 | -5 | 13 | -2 | 12 | 0 | -30 | 5 | 6 | -0.5 | 30
COc1ccc(CNC(=O)COC(=O)[C@H](Cc2c[nH]c3ccccc23)NC(=O)c2cccs2)cc1 | 0.0 | -1 | -16 | -4 | 17 | 0 | -32 | 13 | 10 | -1.1 | -9
Cc1ccc(C(=O)Nc2ccc(C)c(S(=O)(=O)N(C)C)c2)s1 | 0.5 | -6 | 4 | -263 | -152 | -4 | -106 | -84 | -24 | -1.0 | -3
Cn1c(=O)oc2cc(S(=O)(=O)NCCC(=O)N3CCc4ccccc4C3)ccc21 | -0.2 | -2 | 11 | 22 | 9 | -2 | -3 | 16 | -52 | 1.2 | 8
CCOC(=O)c1c(C)n2c3c(cc(C)cc13)CCC2 | -0.2 | -10 | -12 | -18 | 0 | -3 | -4 | -12 | 11 | -1.5 | 3
CC(=O)NN1C(=O)c2ccccc2NC1c1ccccc1 (centres undefined) | -0.1 | 13 | -8 | -29 | -23 | -1 | -33 | 6 | 17 | -0.4 | 30
O=C(c1ccc(Oc2ccc(C(F)(F)F)cn2)cc1)N1CCN(c2ccccc2)CC1 | -0.2 | 2 | -14 | 1 | -9 | 0 | 8 | 4 | 0 | 0.0 | 10
COCC(C)NCc1cccc(OC)c1OC (centres undefined) | 1.4 | -1 | -6 | 10 | 5 | 0 | 8 | -1 | -13 | -3.6 | 4
CN(CCc1ccccn1)C1CCCN(S(=O)(=O)c2ccccc2)C1 (centres undefined) | 0.0 | -1 | 2 | 3 | 9 | 0 | 0 | -1 | -6 | -0.1 | 6
COc1ccccc1Nc1nc(N)nc(CN2CC(C)CC(C)C2)n1 (centres undefined) | 0.1 | 2 | 6 | -1 | 22 | -2 | -42 | -1 | -53 | 0.2 | -15
Cc1ccc(NC(=O)Nc2ccon2)cc1Cl | -0.1 | -8 | 23 | -140 | -118 | -1 | -48 | -37 | -4 | 0.1 | -12
COC(=O)c1ccc(COC(=O)CNC(=O)c2ccco2)cc1 | -0.2 | -4 | 6 | 4 | 12 | 0 | -30 | -22 | 20 | -1.3 | 0
COc1ccccc1N1CCN(C(=O)CCCn2c(=S)[nH]c3ccccc3c2=O)CC1 | -0.7 | 0 | -11 | 68* | 8 | . | 9 | . | 11 | 0.2 | 39
O=C(CN(c1ccc(F)cc1)S(=O)(=O)c1ccc2c(c1)OCCO2)NCc1ccccc1 | 0.1 | -3 | 12 | 10 | 2 | 1 | 0 | -2 | 10 | 0.0 | 3

Screening results deposited in PubChem BioAssay by several laboratories.
